M5 ag: human M5 muscarinic receptor agonists, primary screen, CHO-K1 cells, Fluo-8 calcium fluorescence | Muscarinic acetylcholine receptor M5 (Homo sapiens), P08912 | CHO-K1 hM5 cells; 0% DMSO wells, 100% maximal acetylcholine response | activation, % at 3 µM | 0.19% of 360,000 active | AID 624037, 2012;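 active means activation above the run's mean over test compounds plus 3 SD, cut at about 23% in these data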;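 further: signal is peak over basal fluorescence ratio across the kinetic read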
Target sequence (P08912 whole entry, looked up): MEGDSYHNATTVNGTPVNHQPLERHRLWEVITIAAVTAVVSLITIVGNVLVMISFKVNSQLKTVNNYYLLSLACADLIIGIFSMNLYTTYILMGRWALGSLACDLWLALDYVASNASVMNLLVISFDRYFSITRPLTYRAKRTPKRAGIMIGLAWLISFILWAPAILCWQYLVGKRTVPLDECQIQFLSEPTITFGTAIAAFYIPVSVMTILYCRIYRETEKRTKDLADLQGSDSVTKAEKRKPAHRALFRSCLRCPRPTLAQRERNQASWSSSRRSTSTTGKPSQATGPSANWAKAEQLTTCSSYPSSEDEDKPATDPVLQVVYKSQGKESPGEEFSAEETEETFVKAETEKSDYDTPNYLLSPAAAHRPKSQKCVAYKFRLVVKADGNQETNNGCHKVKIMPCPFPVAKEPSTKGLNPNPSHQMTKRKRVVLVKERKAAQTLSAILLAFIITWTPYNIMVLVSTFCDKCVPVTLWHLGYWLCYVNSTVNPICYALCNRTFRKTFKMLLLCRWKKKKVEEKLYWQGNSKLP
CHRM4 agonist: human M4 muscarinic receptor agonists, primary screen, CHO-K1 cells, Fluo-8 calcium fluorescence | CHO-K1 hM4/Gqi5; vehicle 0%, full acetylcholine response 100% | activation, % at 3 µM | 0.14% of 360,000 active;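 active means activation above the run mean over all test wells plus 3 SD, cut at about 32% in these data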;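 further: peak over basal fluorescence ratio per well then scaled between controls; 0% = DMSO wells and 100% = acetylcholine at EC100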
Target sequence (P08173 whole entry, looked up): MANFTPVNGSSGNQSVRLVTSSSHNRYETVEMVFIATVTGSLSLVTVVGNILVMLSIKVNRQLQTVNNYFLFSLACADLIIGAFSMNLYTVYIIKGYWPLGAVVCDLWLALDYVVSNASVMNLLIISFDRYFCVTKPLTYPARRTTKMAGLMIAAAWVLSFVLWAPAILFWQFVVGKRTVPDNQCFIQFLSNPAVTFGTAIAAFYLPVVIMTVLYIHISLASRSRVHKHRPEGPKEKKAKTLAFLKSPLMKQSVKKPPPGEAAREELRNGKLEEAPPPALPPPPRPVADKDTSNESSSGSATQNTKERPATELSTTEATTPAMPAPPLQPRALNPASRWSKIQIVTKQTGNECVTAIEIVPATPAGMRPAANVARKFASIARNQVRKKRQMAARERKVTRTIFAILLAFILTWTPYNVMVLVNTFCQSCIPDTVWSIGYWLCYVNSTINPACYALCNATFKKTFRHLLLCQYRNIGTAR
CRFR2-BP ag: agonists of CRF-BP/CRF-R2 complex, primary screen, cell-based, HEK293, calcium dye fluorescence, uHTS; CRF-binding protein / CRF receptor 2 complex (human); calcium dye fluorescence (FLIPR); percent of saturating CRF peptide response; activation, % at 13.2 µM; 0.46% of 350,000 active; AID 588473, 2011;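 active means activation of at least 50%, plus an integration ratio under a set limit after plate pattern correction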;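 further: plate controls were neutral control wells without compound for no effect and CRF at EC100 for full effect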
M5 PAM: human M5 muscarinic receptor positive allosteric modulators, primary screen, CHO-K1 cells, Fluo-8 calcium fluorescence; Muscarinic acetylcholine receptor M5 (Homo sapiens), P08912; CHO-K1 hM5, ACh EC20 PAM; 0% = ACh EC20, 100% = ACh EC100; activation, % at 3 µM; 0.3% of 360,000 active;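 active means activation above the run cutoff, the mean activation of all test compounds plus 3 SD, cut at about 18% in these data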
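System: CHO-K1 cell line with stable human muscarinic M5 receptor expression | Also added: EC20 acetylcholine as agonist stimulus | Compound: One concentration, 3 µM final (nominal) | Timing: Fluo-8 loading 80 min at 37 °C plus 30 min room temperature | Measured by: Fluo-8 calcium dye fluorescence, kinetic read | Read-out basis: % activation, ACh-normalized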
IDE cell inh: human IDE inhibitors in live cells, primary screen, fluorescence polarization, HEK cells, FAbetaB substrate | 0.41% of 320,000 active | Insulin-degrading enzyme (Homo sapiens), P14735 | inhibition, % at 5.59 µM | FAbetaB cleavage;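 active means percent inhibition above the average of all tested compounds plus 3 SD, set per screening campaign, cut at about 16% in these data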;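 further: IDE supplied by intact live HEK cells; FP after avidin binding of uncleaved biotin substrate so inhibition keeps polarization high; 0% = DMSO wells and 100% = 60 µM reference IDE inhibitor Ii1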
CHRM5 antagonist: human M5 muscarinic receptor antagonists, primary screen, CHO cells, Fluo-8 calcium fluorescence; CHO-hM5 cells, ACh EC80; inhibition, % at 3 µM; 0.59% of 360,000 active; AID 624040, 2012;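 active means inhibition above a per-plate cutoff, the mean of that plate's test compounds plus 3 SD, cut at about 27% in these data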;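 further: 0% = acetylcholine EC80 with DMSO and 100% = DMSO without agonist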
CRFR2-BP antag: antagonists of CRF-BP/CRF-R2 complex, primary screen, cell-based, HEK293, calcium dye fluorescence, uHTS. 0.59% of 350,000 active. CRF-induced calcium fluorescence. inhibition, % at 11.8 µM;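 active means inhibition of the ligand-induced calcium signal above about 50% at the single tested concentration, limit read from the data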
CHRM4 PAM: human M4 muscarinic receptor positive allosteric modulators, primary screen, CHO-K1 cells, Fluo-8 calcium fluorescence | CHO-K1 hM4/Gqi5, ACh EC20; 0% = ACh EC20, 100% = maximal ACh | Muscarinic acetylcholine receptor M4 (Homo sapiens), P08173 | activation, % at 3 µM | 0.4% of 360,000 active;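 active means activation above its plate's cutoff, the mean activation of sample wells plus 3 SD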; further: some results filed as inactive read as strong as hits
M4 antag: human M4 muscarinic receptor antagonists, primary screen, CHO cells, Fluo-8 calcium fluorescence | Muscarinic acetylcholine receptor M4 (Homo sapiens), P08173 | CHO-hM4 cells, ACh EC80 | inhibition, % at 3 µM | 0.73% of 360,000 active;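 active means inhibition above its plate's cutoff, the mean inhibition of sample wells plus 3 SD, cut at about 27% in these data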;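 further: 0% = acetylcholine EC80 with DMSO and 100% = DMSO without agonist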
* = called active by the depositor; x = not tested or not shown. Random draw from the library; overall some 2.9% were active at least once.

SMILES | M5 ag | CHRM4 agonist | CRFR2-BP ag | M5 PAM | IDE cell inh | CHRM5 antagonist | CRFR2-BP antag | CHRM4 PAM | M4 antag
COc1ccc(N(CC(=O)NCc2ccc(C)cc2)S(=O)(=O)c2c(C)noc2C)cc1 | -6 | 0 | 0.3 | 4 | 5 | 2 | -11 | 0 | 5
O=C(NNC(=O)C1COc2ccccc2O1)c1ccccc1O (configuration not stated) | 4 | 2 | -0.4 | 2 | x | 0 | 7 | -1 | -2
O=C(CSc1nc2c(c(=O)n1-c1ccc(Cl)cc1)SCC2)Nc1ccc2c(c1)OCCO2 | 0 | 0 | -0.3 | -1 | -6 | -1 | 12 | 1 | -1
CC1=C(C(=O)Nc2ccccc2)C(c2ccco2)NC(=S)N1 (configuration not stated) | 1 | 1 | -1.1 | 1 | 5 | 3 | 10 | 2 | -8
O=C1NCN(c2ccccc2)C12CCN(c1nnnn1-c1ccccc1)CC2 | 3 | 9 | -1.3 | -5 | 5 | -1 | -22 | -5 | -2
COc1ccccc1-c1noc2ncnc(Nc3cccc(C)c3C)c12 | -8 | 0 | -1.1 | -1 | 5 | -1 | 7 | -5 | 5
CCC(=O)c1ccccc1OCCCCn1cncn1 | 0 | 0 | -0.6 | 2 | -2 | 2 | 18 | 5 | 9
O=C(Nc1ccc(F)cc1)c1ccccc1NC(=O)C1CCCCC1C(=O)O (configuration not stated) | 4 | 0 | -1.9 | -4 | x | -11 | 16 | -3 | -4
NS(=O)(=O)c1ccc(N2CCCCCC2)c([N+](=O)[O-])c1 | 0 | 3 | -1.9 | -3 | 8 | -6 | 1 | -2 | -19
CC1(C(=O)NCCc2c[nH]c3ccccc23)CCN1Cc1ccccc1OC(F)F (configuration not stated) | 2 | 7 | x | -3 | x | 1 | x | -7 | -2
O=C1Cc2cc(S(=O)(=O)Nc3ccccc3Cl)cc3c2N1CCC3 | -5 | 2 | -1.4 | -2 | 1 | 11 | 6 | -2 | 2
CCOc1nc(-c2ccccc2O)nc2ccccc12 | 3 | 2 | -0.2 | -5 | 0 | -4 | -9 | 0 | -1
Cc1cc(C(=O)N/N=C2\CCCC(=O)C2)c(C)n1-c1ccccc1 | 0 | 0 | 0.8 | 1 | 0 | -5 | 7 | 0 | 4
Cc1cc(C(=O)CSc2nc3ccc(Cl)cc3[nH]2)c(C)n1Cc1ccco1 | 4 | 9 | 2.6 | -5 | 5 | 10 | -1 | -13 | 1
O=C(O)c1cccc(Cn2c(Cl)c(/C=N/NC(=O)c3cccc(O)c3)sc2=O)c1 | 5 | 0 | 0.6 | 6 | 4 | -16 | -6 | 12 | 33*
O=C(NCc1ccccc1)c1csc2c1CCCC2 | -4 | 0 | 0.0 | -5 | 0 | 14 | 3 | 4 | 8
CC(C)Cn1cnc2c(SCc3ccccc3)nc(N)nc21 | 1 | 4 | 1.6 | -4 | x | 8 | 68* | 6 | -7
O=C(CCc1nnc(C2CCCCC2)o1)N1CCN(Cc2ccccc2)CC1 | -3 | 1 | 0.8 | -3 | 3 | 4 | -8 | 9 | -2
Oc1ccccc1C1Nc2cccc3cccc(c23)N1 | 1 | 1 | -1.1 | 6 | 2 | -8 | 10 | 2 | 2
CC(C)C(=O)Nc1ccc(C(=O)NNC(=S)NC(=O)c2ccccc2[N+](=O)[O-])cc1 | 0 | 0 | 2.0 | 7 | 0 | 11 | 8 | -4 | 2
CCOC(=O)/C=C/C(=O)Nc1ccccc1C(=O)NC1CCCCC1 | 1 | 1 | -1.3 | -1 | 5 | -2 | -7 | 0 | -4
CCCCNS(=O)(=O)c1ccc2nc(-c3cccnc3)cc(C(=O)NC3CC3)c2c1 | 2 | 6 | 0.2 | -8 | 1 | -3 | -8 | -10 | 4
Cc1nn(CCc2n[nH]c(=S)n2-c2ccc(F)c(Cl)c2)c(C)c1[N+](=O)[O-] | 0 | 1 | 1.2 | -8 | -4 | 14 | 1 | -2 | 18
Cc1cc(C)n(CCc2nc(-c3cc4ccccc4o3)cs2)n1 | -1 | 9 | 8.4 | -9 | 7 | 5 | -6 | -3 | -5
Cc1c(C(=O)OCc2nnc(-c3ccccc3)o2)oc2ccccc12 | 9 | 2 | 0.4 | -6 | -2 | 0 | 2 | -7 | 1
N#Cc1c(C#N)c(-c2ccccc2)n(-c2ccc(C(=O)O)cc2)c1N | 1 | 1 | -0.6 | 5 | -3 | -6 | 13 | -8 | 5
COC(=O)C(CC(C)C)NC(=O)CNC(=O)c1ccccc1C (configuration not stated) | -6 | 0 | -0.7 | 0 | 4 | 5 | 3 | -2 | -2
CC(SCCc1ccccn1)C(=O)O (configuration not stated) | -1 | 1 | 1.3 | -2 | -6 | 3 | -19 | 4 | 1
O=S(=O)(Nc1ccc(Oc2ncccn2)c(Cl)c1)c1ccc(F)cc1 | 3 | 3 | 0.2 | 6 | -7 | 0 | 15 | -1 | -6
O=C(NCC(=O)N1CCCCCC1)c1ccc(Cl)cc1 | 5 | 1 | 0.3 | 4 | -1 | -6 | 5 | 0 | 0
O=C(NN=C1CCCC1)c1cccc(Br)c1 | -1 | 1 | -2.7 | 4 | 5 | 3 | 11 | -4 | -7
CN(C)S(=O)(=O)c1ccc(C(=O)Nc2nnc(SCC(=O)NCC3CCCO3)s2)cc1 (configuration not stated) | -4 | 1 | 1.6 | 8 | 0 | 2 | -8 | 6 | -13
CCCCCCn1c(=O)n2n(c1=O)C[C@]1(OC(=O)NCC3CCCCC3)CN(S(=O)(=O)c3ccc(C)cc3)C[C@]1(O)C2 | 1 | 0 | 0.2 | -5 | x | -8 | 19 | 12 | -16
Cc1ccc(CNC(=O)COC(=O)c2cc(C)oc2C)cc1 | -5 | 1 | 0.5 | -6 | -1 | 9 | 2 | -2 | 13
COc1ccc(-c2nnc(SCC(=O)N3CCc4ccccc4C3)o2)cc1 | 0 | 4 | -2.0 | -9 | -1 | -2 | 7 | -9 | 9
Cc1ccc(NC(=S)Nc2ccc3cn[nH]c3c2)c(C)c1 | -5 | 0 | -2.7 | 1 | 3 | 10 | -2 | -6 | 7

Some entries already given with just IDE cell inh, M5 ag and CHRM4 PAM.
mol	IDE cell inh	M5 ag	CHRM4 PAM
N#Cc1c(C#N)c(-c2ccccc2)n(-c2ccc(C(=O)O)cc2)c1N	-3	1	-8
COC(=O)C(CC(C)C)NC(=O)CNC(=O)c1ccccc1C (configuration not stated)	4	-6	-2
CC(SCCc1ccccn1)C(=O)O (configuration not stated)	-6	-1	4
O=S(=O)(Nc1ccc(Oc2ncccn2)c(Cl)c1)c1ccc(F)cc1	-7	3	-1
O=C(NCC(=O)N1CCCCCC1)c1ccc(Cl)cc1	-1	5	0
O=C(NN=C1CCCC1)c1cccc(Br)c1	5	-1	-4
CN(C)S(=O)(=O)c1ccc(C(=O)Nc2nnc(SCC(=O)NCC3CCCO3)s2)cc1 (configuration not stated)	0	-4	6

Next structures.
SMILES | M5 ag | CHRM4 agonist | CRFR2-BP ag | M5 PAM | IDE cell inh | CHRM5 antagonist | CRFR2-BP antag | CHRM4 PAM | M4 antag
CS(=O)(=O)N1CCCC(C(=O)Nc2ccc3c(c2)OCCO3)C1 (configuration not stated) | -1 | 1 | 0.2 | -4 | 3 | 4 | 4 | 1 | 4
CCCc1nnc(NC(=O)COC(=O)c2cc(C)nc3ccccc23)s1 | 15 | 4 | -1.5 | 1 | 5 | -8 | -8 | 6 | -12
CCOc1ccc(CNc2ccc3c(c2)nc(C)n3C)cc1 | -7 | 1 | -0.6 | -3 | -3 | -4 | -10 | -4 | -7
COC(=O)c1ccc(Cn2nc([N+](=O)[O-])c(Br)c2C)cc1 | -8 | 1 | -1.1 | -4 | 6 | 7 | 14 | -7 | 20
COC(=O)Cn1cnc2c(nnn2-c2ccc(C)cc2)c1=O | -2 | 0 | -1.6 | -9 | 0 | 2 | 21 | -4 | 10
O=C(CSc1nnc(C2CCCCC2)o1)Nc1ccccc1Cl | -1 | 1 | 0.2 | -2 | 5 | 7 | -2 | 1 | -3
Cc1occc1C(=O)Nc1nccs1 | -6 | 0 | -0.2 | -8 | -3 | 0 | -8 | -7 | -3
CCN1CCc2c(sc(NC(=O)Nc3ccc(Cl)c(Cl)c3)c2C(N)=O)C1 | 77* | 124* | 239* | -19 | 110* | 58* | -276 | -44 | 51*
CCOC(=O)C1CCCN(Cc2cn[nH]c2-c2ccc(F)cc2F)C1 (configuration not stated) | 3 | 0 | 0.3 | 2 | -1 | 2 | 0 | -3 | -8
COc1ccc(/C=C2/SC(=O)N(CCC(=O)Nc3ccccc3C(=O)O)C2=S)cc1 | 1 | 0 | -0.1 | 1 | -2 | -5 | 36 | -1 | -8
COc1ccc(C(=O)N2CCN(c3ncccn3)CC2)cc1S(=O)(=O)N1CCOCC1 | 4 | 2 | 0.8 | 12 | 0 | -1 | -10 | 9 | -15
COc1ccc(NC(C)=O)cc1NC(=O)c1cccc(C(F)(F)F)c1 | 1 | 0 | 0.0 | -3 | -1 | 10 | -2 | -9 | 13

5 entries from above, with two lines to a compound.
Results follow in this order: M5 ag, CHRM4 agonist, CRFR2-BP ag, M5 PAM, IDE cell inh, CHRM5 antagonist, CRFR2-BP antag, CHRM4 PAM, M4 antag
> CN(C)S(=O)(=O)c1ccc(C(=O)Nc2nnc(SCC(=O)NCC3CCCO3)s2)cc1 (configuration not stated)
 : -4, 1, 1.6, 8, 0, 2, -8, 6, -13
> COC(=O)C(CC(C)C)NC(=O)CNC(=O)c1ccccc1C (configuration not stated)
 : -6, 0, -0.7, 0, 4, 5, 3, -2, -2
> O=C(CCc1nnc(C2CCCCC2)o1)N1CCN(Cc2ccccc2)CC1
 : -3, 1, 0.8, -3, 3, 4, -8, 9, -2
> CCC(=O)c1ccccc1OCCCCn1cncn1
 : 0, 0, -0.6, 2, -2, 2, 18, 5, 9
> Cc1cc(C(=O)CSc2nc3ccc(Cl)cc3[nH]2)c(C)n1Cc1ccco1
 : 4, 9, 2.6, -5, 5, 10, -1, -13, 1

Further records follow:
SMILES | M5 ag | CHRM4 agonist | CRFR2-BP ag | M5 PAM | IDE cell inh | CHRM5 antagonist | CRFR2-BP antag | CHRM4 PAM | M4 antag
CS(=O)(=O)N1CCCC(C(=O)NCc2ccc(F)cc2)C1 (configuration not stated) | 0 | 0 | 3.2 | -4 | -1 | 9 | -3 | 8 | 7
CCOc1ccc(NS(=O)(=O)c2ccc(C(=O)N3CCN(C(C)=O)CC3)cc2)cc1 | -6 | 0 | 3.2 | 2 | 10 | 9 | -21 | 9 | -1
c1ccc(-c2[nH]ncc2CN2CCc3ccccc3C2)cc1 | -5 | 1 | 36 | -1 | -1 | 10 | -45 | -4 | 1
CC1C(=O)N(Cc2ccc([N+](=O)[O-])cc2)c2ccccc2N1C(=O)c1c(F)cccc1F (configuration not stated) | -8 | 7 | -2.6 | -16 | -4 | 13 | 29 | -7 | -16
